Shiga toxin inh – inhibitors of Shiga toxin in Vero cells; inhibition, % at 38.7 µM; Vero cells, Shiga toxin protein synthesis inhibition reporter; actives 9.2% (n = 290,000); in the data active = inhibition mostly above about 28%, no sharp cut-off; inactive = mostly below about 43%; note: 0% is about no effect
FBPA Giardia inh – inhibitors of Giardia lamblia fructose-1,6-bisphosphate aldolase; purified Giardia FBPA; Potency, µM (series often up to 59.6 µM), inactives show at the highest dose activity, negative = inhibition, usual class: inhibitors; actives 0.71% (n = 290,000); AID 2451; note: potency is the fitted concentration of half-maximal effect; % is set by controls: 0 for no effect and ±100 for the full control effect; nearly all actives have a fitted effect of over 55% in size
Target sequence (A8B2U2 whole entry, looked up): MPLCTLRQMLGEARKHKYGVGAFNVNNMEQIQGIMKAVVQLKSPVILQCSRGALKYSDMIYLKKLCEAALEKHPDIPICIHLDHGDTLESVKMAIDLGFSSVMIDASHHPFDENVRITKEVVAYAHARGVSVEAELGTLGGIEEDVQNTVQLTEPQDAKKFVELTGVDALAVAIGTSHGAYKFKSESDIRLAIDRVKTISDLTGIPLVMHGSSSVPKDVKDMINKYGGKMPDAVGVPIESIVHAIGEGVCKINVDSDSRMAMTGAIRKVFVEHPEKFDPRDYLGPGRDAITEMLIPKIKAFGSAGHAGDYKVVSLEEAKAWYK
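Giardia FBPA (40 nM reagent) was preincubated 10 min at RT with compound (up to 57.5 uM final), then substrate plus GAPDH/TPI/NAD/arsenate coupling system with diaphorase/resazurin was added; resorufin fluorescence (525/598 nm) was read after 20 min.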
AmpC inh no detg – inhibitors of E. coli AmpC beta-lactamase without detergent; AmpC nitrocefin hydrolysis, absorbance 480 nm, 0.0001% Triton; Potency, µM (highest dose often 57.1 µM), for the others: at the highest dose activity change, negative = inhibition, most hits filed as inhibitors; actives 0.52% (n = 330,000);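 note: potency is the fitted concentration of half-maximal effect; plate controls were no compound for no effect and no enzyme for full effect; nearly all actives have a fitted effect of over 20% in size; some results filed as inactive show a strong effect at the top dose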
Target sequence (P00811 whole entry, looked up): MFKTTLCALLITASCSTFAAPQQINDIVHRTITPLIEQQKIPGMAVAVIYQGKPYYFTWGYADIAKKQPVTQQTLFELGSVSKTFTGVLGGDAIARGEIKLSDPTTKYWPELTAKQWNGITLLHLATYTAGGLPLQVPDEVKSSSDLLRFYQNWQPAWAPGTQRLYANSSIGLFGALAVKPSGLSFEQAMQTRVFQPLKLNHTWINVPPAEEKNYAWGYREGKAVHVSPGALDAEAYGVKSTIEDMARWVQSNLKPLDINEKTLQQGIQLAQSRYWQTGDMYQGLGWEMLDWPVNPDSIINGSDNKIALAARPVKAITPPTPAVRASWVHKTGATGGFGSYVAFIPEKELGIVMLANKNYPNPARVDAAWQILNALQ
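AmpC (5.3 nM in the dispensed reagent) in 20 mM phosphate pH 7.0 with 0.01% (detergent screen) or 0.0001% Triton X-100 was preincubated with compounds for 15 min at room temperature. Nitrocefin was then added from an 800 uM solution, and hydrolysis was followed at 480 nm.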
AmpC inh detg – AmpC beta-lactamase inhibition with detergent present. Potency, µM (titrated, usually from 114 µM), for the others: at the top dose activity change, negative = inhibition, hits mostly inhibitors. AmpC hydrolysis of nitrocefin, absorbance 480 nm, 0.01% Triton. actives 0.041% (n = 370,000);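 note: potency is the fitted concentration of half-maximal effect; 0% = no-compound wells and -100% = no-enzyme wells; nearly all actives have a fitted effect of over 25% in size; some results filed as inactive show a strong effect at the top dose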
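20 mM phosphate pH 7.0 + 0.01% (detergent screen) or 0.0001% Triton X-100; 5.3 nM AmpC reagent; cpd preinc 15 min RT; nitrocefin (800 uM stock) to start; A480 q20 s × 4 min; Activity was normalised to no-enzyme and no-compound control wells.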
HCMV antiviral – inhibitors of human cytomegalovirus; HFF cells, HCMV-luciferase reporter, 72 h; active compounds read low; activity change, negative = inhibition, % at 57.5 µM; actives 4.5% (n = 410,000); in the data active = activity change below about -60%; inconclusive = no clear call, values can overlap the other calls; inactive = above about -39%; note: % is set by controls: 0 for no effect and ±100 for the full control effect
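Screen run at 2 compound doses on HFFs infected with reporter HCMV, MOI 1 PFU/cell. Luciferase activity from cell lysates at 72 h post infection gave inhibition relative to buffer-only and Salinomycin wells.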
Cycloheximide cs – affects cycloheximide protein synthesis inhibition readout, counter-screen | max response, % | cell reporter, cycloheximide protein synthesis inhibition counterscreen | actives 12% (n = 300,000); in the data active = max response mostly above about 13%, no sharp cut-off; inactive = mostly below about 14%; note: read at 38.3 µM for the half of the compounds with a filed dose; 0% is about no effect
AMA1-RON2 inh – inhibitors of Plasmodium falciparum AMA1-RON2 interaction; AlphaScreen AMA1-biotinylated RON2 peptide binding; Potency, µM (doses to about 58.2 µM), without a hit: top-dose activity change, negative = inhibition, hits mostly inhibitors; actives 0.2% (n = 360,000); AID 720542;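 note: potency is the fitted concentration of half-maximal effect; 0% = vehicle wells and -100% = peptide control; nearly all actives have a fitted effect of over 45% in size; some results filed as inactive show a strong effect at the top dose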
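AMA1 (3D7) with his tag at 25 nM final met compounds first, then biotinylated RON2 peptide at 25 nM; detection used donor plus acceptor beads, 10 µg/mL apiece, read by AlphaScreen after 30 min at room temperature.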
Numbers without * were called inactive; [ ] = remark or other dose. Unless noted, calls come from the whole dose curve; as a rule, active = well fitted curve in the direction sought with a large enough effect; inconclusive = small, poorly fitted or top-dose-only effect, or another doubt; inactive = no such curve, though single readings can be large; an effect the other way counts as inactive or inconclusive.

`Cc1cccc2cc(C#N)c(NCCNC(=O)COc3ccccc3)nc12` gave Shiga toxin inh -2, FBPA Giardia inh 16µM*, AmpC inh no detg -17%, AmpC inh detg -1%, HCMV antiviral -23, Cycloheximide cs -2 and AMA1-RON2 inh 11%.
Nc1c(C(=O)Nc2ccccc2)sc2nc(-c3cccnc3)ccc12 was read as Shiga toxin inh 70*, FBPA Giardia inh inconclusive, AmpC inh no detg -14%, AmpC inh detg 0%, HCMV antiviral -30 and Cycloheximide cs 49*.
`O=C(CSc1nnc(-c2ccco2)o1)N1CCN(c2ccccc2)CC1` gave Shiga toxin inh -3, FBPA Giardia inh 6%, AmpC inh no detg -2%, AmpC inh detg 1%, HCMV antiviral -21, Cycloheximide cs -3 and AMA1-RON2 inh 8%.
`O=S(=O)(NCc1ccc2c(c1)OCO2)c1cccc2nsnc12` gave Shiga toxin inh 6, FBPA Giardia inh 0%, AmpC inh no detg -11%, AmpC inh detg 0%, HCMV antiviral 0, Cycloheximide cs 8 and AMA1-RON2 inh 30%.
CCCCc1c(CCC)c(=N)c2ccccc2n1C was read as Shiga toxin inh 7, FBPA Giardia inh 4%, AmpC inh no detg -11%, AmpC inh detg inconclusive, HCMV antiviral -98*, Cycloheximide cs 2 and AMA1-RON2 inh 12%.
Screening O=C(Nc1cccs1)OCCN1CCN(Cc2ccccc2)CCC1=O returned Shiga toxin inh -10, FBPA Giardia inh -4%, AmpC inh no detg -22%, AmpC inh detg -9%, HCMV antiviral 5, Cycloheximide cs 11 and AMA1-RON2 inh -4%.
`C/C(=N\NS(=O)(=O)c1ccc(C)cc1)c1cccs1` gave Shiga toxin inh -7, FBPA Giardia inh 1%, AmpC inh no detg -24%, AmpC inh detg inconclusive, HCMV antiviral -11, Cycloheximide cs -4 and AMA1-RON2 inh 35%[activator].
Screening Cc1ccc(CN2C(=O)CCC2C(=O)NCCCN2CCCC(C)C2)cc1 (stereo not given) returned Shiga toxin inh -10, FBPA Giardia inh -9%, AmpC inh no detg -10%, AmpC inh detg 7%, HCMV antiviral 19, Cycloheximide cs 5 and AMA1-RON2 inh 10%.
Screening OC1(CNCc2ccccc2)C2CC3CC(C2)CC1C3 (stereo not given) returned Shiga toxin inh -4, FBPA Giardia inh -1%, AmpC inh no detg -20%, AmpC inh detg -1%, HCMV antiviral -4, Cycloheximide cs 6 and AMA1-RON2 inh 5%.
Screening O=C(Nc1nc2ccccc2[nH]1)c1ccccc1OC(F)F returned Shiga toxin inh 38, FBPA Giardia inh -18%, AmpC inh no detg -15%, AmpC inh detg inconclusive, HCMV antiviral 80, Cycloheximide cs 24 and AMA1-RON2 inh 68%[activator].
Cc1n[nH]c(=O)c2c(NC(=O)CSc3ccc(F)cc3)oc(C)c12 was read as AmpC inh no detg -10%, AmpC inh detg -18%, HCMV antiviral -11 and AMA1-RON2 inh 18%.
For O=C1CN(C(=O)CN2C(=O)NC3(CCCCC3)C2=O)c2ccccc2N1 the results were Shiga toxin inh -4, FBPA Giardia inh 1%, AmpC inh no detg 13%, AmpC inh detg -6%, HCMV antiviral inconclusive, Cycloheximide cs 0 and AMA1-RON2 inh 0%.
CC(NCCOCCOc1ccccc1)c1ccccc1 (stereo not given) was read as Shiga toxin inh -9, FBPA Giardia inh -2%, AmpC inh no detg -19%, AmpC inh detg inconclusive, HCMV antiviral 25, Cycloheximide cs -2 and AMA1-RON2 inh 1%.
`COC(=O)c1ccc(NC(=O)Cc2ccc(F)cc2)cc1` gave Shiga toxin inh 151*, FBPA Giardia inh -1%, AmpC inh no detg -23%, AmpC inh detg 1%, HCMV antiviral -36, Cycloheximide cs 14 and AMA1-RON2 inh 0%.
`CC(=O)Nc1ccc(SCC(=O)c2cc(C)ccc2C)cc1` gave Shiga toxin inh -10, FBPA Giardia inh 6%, AmpC inh no detg 14%, AmpC inh detg -6%, HCMV antiviral -35, Cycloheximide cs 4 and AMA1-RON2 inh -4%.
For O=C(Oc1ccc(Cl)cc1)c1ccc(COC(=O)c2cnccn2)cc1 the results were Shiga toxin inh 87*, FBPA Giardia inh -2%, AmpC inh no detg 60%, AmpC inh detg -4%, Cycloheximide cs 40* and AMA1-RON2 inh 25%.
`NC(=O)COC(=O)CC(NC(N)=O)c1ccc(Cl)cc1` (stereo not given) gave Shiga toxin inh -4, FBPA Giardia inh 1%, AmpC inh no detg -7%, AmpC inh detg -4%, HCMV antiviral -21, Cycloheximide cs -2 and AMA1-RON2 inh 6%.
For c1csc(-c2noc(CN3CCN4CCCC4C3)n2)c1 (stereo not given) the results were Shiga toxin inh 47*, FBPA Giardia inh 0%, AmpC inh no detg -10%, AmpC inh detg 4%, HCMV antiviral 24, Cycloheximide cs 21* and AMA1-RON2 inh -1%.
For COc1ccc(-c2nnn(CC(=O)N(c3cccc(O)c3)C(C)C(=O)NC3CCCC3)n2)cc1OC (stereo not given) the results were Shiga toxin inh 0, FBPA Giardia inh -5%, AmpC inh no detg 38%, AmpC inh detg 5%, HCMV antiviral 0, Cycloheximide cs -1 and AMA1-RON2 inh -20%.
Screening O=C(COC(=O)C1CCC(N2C(=O)C3C4CCC(C4)C3C2=O)CC1)c1ccc(F)cc1 (stereo not given) returned Shiga toxin inh 17, FBPA Giardia inh 1%, AmpC inh no detg 28%, AmpC inh detg -9%, HCMV antiviral -9, Cycloheximide cs -6 and AMA1-RON2 inh -7%.
CCN[C@H]1C[C@H](C)S(=O)(=O)c2sc(S(N)(=O)=O)cc21 was read as AmpC inh no detg -5%, AmpC inh detg inconclusive, HCMV antiviral -32 and AMA1-RON2 inh 0%.
For CCn1c(CC(=O)Nc2ccc(C)c(Cl)c2)nnc1SCCOc1ccc(OC)cc1 the results were Shiga toxin inh 3, FBPA Giardia inh 0%, AmpC inh no detg 2%, AmpC inh detg inconclusive, HCMV antiviral 12, Cycloheximide cs 0 and AMA1-RON2 inh 9%.
Screening CC1CCN(Cc2nnnn2CCCC(=O)NC(c2ccccn2)C(F)(F)F)CC1 (stereo not given) returned Shiga toxin inh -12, AmpC inh no detg 38%, AmpC inh detg 2%, HCMV antiviral inconclusive, Cycloheximide cs 3 and AMA1-RON2 inh 14%.
O=C(c1cc([N+](=O)[O-])cc([N+](=O)[O-])c1)N1CCN(Cc2ccc3c(c2)OCO3)CC1 was read as Shiga toxin inh -8, FBPA Giardia inh -11%, AmpC inh no detg -10%, AmpC inh detg 2%, HCMV antiviral -29, Cycloheximide cs 6 and AMA1-RON2 inh 6%.
Screening O=[N+]([O-])c1cccc(-c2csc(N/N=C/c3cccc(O)c3)n2)c1 returned Shiga toxin inh 105*, FBPA Giardia inh -21%, AmpC inh no detg -49%, AmpC inh detg 14%, HCMV antiviral -35, Cycloheximide cs 28* and AMA1-RON2 inh 4%.
N#CCCN1CCN(S(=O)(=O)c2ccc(S(=O)(=O)NC3CC3)cc2)CC1 was read as Shiga toxin inh -8, FBPA Giardia inh 3%, AmpC inh no detg 1%, AmpC inh detg inconclusive, HCMV antiviral -5, Cycloheximide cs -4 and AMA1-RON2 inh -1%.
`COc1ccccc1CNC(=O)CSc1nnc2ccc(-c3cccnc3)nn12` gave Shiga toxin inh 2, FBPA Giardia inh 0%, AmpC inh no detg -13%, AmpC inh detg 0%, HCMV antiviral -10, Cycloheximide cs -2 and AMA1-RON2 inh -5%.
Screening CC1(C)CC(=O)C(C2C3=C(CC(C)(C)CC3=O)OC3=C2C(=O)CC(C)(C)C3)=C(O)C1 returned Shiga toxin inh 16, FBPA Giardia inh 2%, AmpC inh no detg -11%, AmpC inh detg -4%, HCMV antiviral -15, Cycloheximide cs 2 and AMA1-RON2 inh -9%.
For CN(c1ccc(C(=O)NCc2ccccn2)cc1)S(=O)(=O)c1ccc(Cl)cc1 the results were Shiga toxin inh -19, AmpC inh no detg 39%, AmpC inh detg 1%, HCMV antiviral -32, Cycloheximide cs -2 and AMA1-RON2 inh 37%[activator].
Screening Fc1ccc(NC(=S)Nc2ccccc2OC(F)F)cc1Cl returned Shiga toxin inh -10, FBPA Giardia inh -14%, AmpC inh no detg -24%, AmpC inh detg -3%, HCMV antiviral inconclusive, Cycloheximide cs -1 and AMA1-RON2 inh 74%[activator].
For COCCOC(=O)C1=C(C)Nc2ncnn2C1c1ccco1 (stereo not given) the results were Shiga toxin inh 12, FBPA Giardia inh -2%, AmpC inh no detg -10%, AmpC inh detg 3%, HCMV antiviral 13, Cycloheximide cs 1 and AMA1-RON2 inh -13%.
COc1cccc2c(N/N=C/c3ccco3)cc(C)nc12 was read as Shiga toxin inh 63, FBPA Giardia inh 1%, AmpC inh no detg 133%[activator], AmpC inh detg 4%, HCMV antiviral 38, Cycloheximide cs 19 and AMA1-RON2 inh -4%.
COc1cc2c(cc1NC(=O)COC(=O)[C@@H](NS(=O)(=O)c1ccccc1)C(C)C)oc1ccccc12 was read as Shiga toxin inh 56*, FBPA Giardia inh -8%, AmpC inh no detg -33%, AmpC inh detg -6%, HCMV antiviral 63, Cycloheximide cs 11* and AMA1-RON2 inh -10%.
O=C(CNC(=O)OCc1ccccc1)Nc1ccc(Br)cc1C(=O)c1ccccc1Cl was read as Shiga toxin inh 0, FBPA Giardia inh 3%, AmpC inh no detg -21%, AmpC inh detg -6%, HCMV antiviral -13, Cycloheximide cs -1 and AMA1-RON2 inh 14%.
`COc1ccc(-c2nc(CN3CCCCC3c3cccnc3)c(C)o2)c(F)c1` (stereo not given) gave Shiga toxin inh -2, FBPA Giardia inh -2%, AmpC inh no detg 104%[activator], AmpC inh detg 3%, HCMV antiviral 11, Cycloheximide cs -4 and AMA1-RON2 inh 4%.
Screening Cc1ccnc(NC(c2ccccn2)c2c(C)[nH]c3ccccc23)c1 (stereo not given) returned Shiga toxin inh 18, FBPA Giardia inh 0%, AmpC inh no detg -1%[2.29 µM], AmpC inh detg -7%, HCMV antiviral 35, Cycloheximide cs 7 and AMA1-RON2 inh 4%.
COc1ccc(/C=N/NC(=O)c2ccccc2[N+](=O)[O-])cc1CN1CCc2cc(OC)c(OC)cc2C1C (stereo not given) was read as Shiga toxin inh -15, FBPA Giardia inh 1%, AmpC inh no detg 42%, AmpC inh detg -3%, HCMV antiviral 72, Cycloheximide cs 7 and AMA1-RON2 inh 3%.
Screening CCOC(=O)c1cccc(Nc2nc(C)cc(C)n2)c1 returned Shiga toxin inh 13, FBPA Giardia inh 4%, AmpC inh no detg -6%, AmpC inh detg -13%, HCMV antiviral 47, Cycloheximide cs 14* and AMA1-RON2 inh 9%.

2 entries picked at random from those above:
Screening Fc1ccc(NC(=S)Nc2ccccc2OC(F)F)cc1Cl returned Shiga toxin inh -10, FBPA Giardia inh -14%, AmpC inh no detg -24%, AmpC inh detg -3%, HCMV antiviral inconclusive, Cycloheximide cs -1 and AMA1-RON2 inh 74%[activator].
Screening CCOC(=O)c1cccc(Nc2nc(C)cc(C)n2)c1 returned Shiga toxin inh 13, FBPA Giardia inh 4%, AmpC inh no detg -6%, AmpC inh detg -13%, HCMV antiviral 47, Cycloheximide cs 14* and AMA1-RON2 inh 9%.

Compound activity: PubChem BioAssay, National Center for Advancing Translational Sciences (NCATS)
